High-throughput results as filed in PubChem.
YAP1 CTGF inhibition = reduction of CTGF mRNA in DLD1 cells – DLD1 colon cancer cells, RT-qPCR, single point, primary screen (AID 743449) | inhibition, % at 12.5 µM | actives 0.9% (n = 9,900) | DLD1 CTGF mRNA qPCR, 24 h; hits give high values;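 active = mean normalized replicate activity at least 50 and at least half of replicates each reaching 50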;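 note: 0% = neutral control wells and 100% = dasatinib control wells; higher means stronger suppression of CTGF expression like dasatinib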
Pax4 mRNA alpha TC1 = Pax4 mRNA upregulation in alpha cells – RT-PCR, mouse alpha TC1 cells, single point, primary screen (AID 1053180); actives 0.2% (n = 9,600); activation, % at 10 µM; mouse alpha TC1 cells, Pax4 mRNA qPCR, 6 days; hits give high values; 100% = Pax4 plasmid added at qPCR;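 active = highest normalized replicate activity of 15 or more, or at least half the replicates reach 15 or more; inactive = neither condition met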;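 note: pax4 Ct normalized to GAPDH with activation seen as lower delta delta Ct; plate controls were plate neutral control wells for no effect and Pax4 plasmid positive control for full effect; each compound tested in two replicate wells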
The depositor's hits bear a star; . = not tested or not shown; & = joins results of further samples.

mol	YAP1 CTGF inhibition	Pax4 mRNA alpha TC1
CC(C)NC(=O)Nc1ccc2c(c1)C(=O)N(C)[C@@H]1CC[C@H](CC(=O)NCc3ccc(F)cc3)O[C@H]1CO2	-6	0.0
O=C(C1CCC1)N1CC(=O)N2[C@@H](CO)[C@@H](c3ccc(Br)cc3)[C@@H]2C1	-13	0.0
Cc1noc(C)c1S(=O)(=O)N(C)C[C@H]1Oc2c(NS(=O)(=O)c3cn(C)cn3)cccc2C(=O)N([C@@H](C)CO)C[C@H]1C	12	0.0
C[C@H](CO)N1C[C@H](C)[C@@H](CN(C)C(=O)Cc2ccccn2)Oc2ncc(-c3cccc(C(=O)N(C)C)c3)cc2C1=O	17	0.0
CCCNC(=O)C[C@H]1CC[C@@H]2[C@H](COC[C@@H](O)CN2Cc2ccncc2)O1	5	0.0
C/C=C/c1ccc([C@H]2[C@@H](CO)N(Cc3cccnc3)C23CN(C(=O)CC)C3)cc1	7	.
O=C(CN1CCOCC1)N1CCCCN2[C@H](C1)[C@H](c1ccc(Br)cc1)[C@@H]2CO	30	0.0
O=C1CNC[C@@H]2[C@@H](c3ccc(-c4ccccc4F)cc3)[C@H](CO)N12	1	0.0
O=C(Nc1cccc(Cl)c1)N1C[C@@H]2[C@H](c3ccccc31)[C@@H](CO)N2Cc1cccnc1	-33	0.0
C[C@H](CO)N1C[C@H](C)[C@@H](CN(C)Cc2ccncc2)OCCCC[C@H](C)Oc2ccc(NC(=O)Cc3ccccc3)cc2C1=O	-6	0.0
CCS(=O)(=O)Nc1ccc2c(c1)C(=O)N(C)C[C@H](OC)[C@@H](C)CN(CC1CCCCC1)[C@H](C)CO2	-15	0.0
COc1cccc(C#Cc2ccc([C@H]3[C@@H](C#N)N(C(=O)c4ccccn4)[C@@H]3CO)cc2)c1	-36	0.1
O=C(Nc1cccc(Cl)c1)N[C@H]1CC[C@H](CCn2cc(Cc3ccccc3)nn2)O[C@H]1CO	20	0.0
COc1ccc(-c2ccc3n(c2=O)C[C@@H]2[C@@H](CO)[C@H](C(=O)NCC4CC4)N(C(=O)NC(C)C)[C@H]32)cc1	5	0.0
CO[C@@H]1CN(C)C(=O)c2cc(NC(=O)Nc3c(C)noc3C)ccc2OC[C@H](C)NC[C@@H]1C	-24	0.0
C[C@H](CO)N1C[C@H](C)[C@H](CN(C)CC2CCCCC2)Oc2ccc(NS(=O)(=O)c3cccs3)cc2CC1=O	16	0.0
Cc1ccc(S(=O)(=O)N(C)C[C@@H]2Oc3cc(C#CC4CCCC4)ccc3S(=O)(=O)N([C@H](C)CO)C[C@@H]2C)cc1	24	0.0
C[C@@H]1CN([C@@H](C)CO)C(=O)c2ccccc2-c2ccccc2CO[C@H]1CN(C)Cc1cccc(C(=O)O)c1	2	0.0
CC[C@@H]1C/C=C\C[C@H](c2ccc(OC)cc2OC)NC(=O)[C@H](C)CC(=O)N1	11	0.0
CC(C)C#Cc1ccc([C@@H]2[C@@H](CO)N3C(=O)CN(S(=O)(=O)c4ccccc4)C[C@@H]23)cc1	-1	0.0
C/C=C/c1ccccc1[C@H]1[C@@H](C#N)N(C(=O)CN2CCOCC2)[C@H]1CO	-17	0.0
CC=Cc1ccc2n(c1=O)C[C@H]1[C@H](CO)[C@@H](C(=O)N3CCc4ccccc4C3)[C@@H]2N1Cc1cocn1 (mixture of isomers)	-14	0.0
CO[C@H](C(=O)N(C)C[C@H]1OCc2ccccc2-c2ccccc2C(=O)N([C@H](C)CO)C[C@@H]1C)c1ccccc1	2	0.0
C/C=C/c1ccccc1[C@H]1[C@H](C#N)N(C(C)=O)[C@H]1CO	-30	0.0
Cc1nn(C)cc1NC(=O)C[C@H]1CC[C@H]2[C@H](COc3ccc(NC(=O)c4cccc(F)c4)cc3C(=O)N2C)O1	-9	0.0
O=C(C[C@H]1C=C[C@H](NC(=O)c2cnccn2)[C@H](CO)O1)NCc1ccccc1F	-18	0.0
COCC(=O)Nc1ccc2c(c1)C(=O)N(C)C[C@@H](OC)[C@H](C)CN(C(=O)c1ccncc1)[C@@H](C)CO2	-86	0.0
C/C=C/c1cccc(-c2nc(C(=O)N3CCCCC3)cc3c2[C@@H](CCO)N(C(=O)NC(C)C)C3)c1	-20	0.0
C[C@@H](NC(=O)C[C@H]1CC[C@H]2[C@H](COc3ccc(NS(=O)(=O)c4ccc(Cl)cc4)cc3C(=O)N2C)O1)c1ccccc1	8	0.0
O=C(Nc1ccc2c(c1)[C@@H]1C[C@H](CC(=O)N3CCOCC3)O[C@H](CO)[C@@H]1O2)Nc1ccccc1F	-28	0.0
CCC(=O)N1[C@H](CO)[C@@H](c2ccc(-c3cccc(OC)c3)cc2)C12CN(C(C)=O)C2	6	.
O=C(c1ccccc1F)N1CC(=O)N2[C@@H](CO)[C@H](c3ccc(C#Cc4ccccc4)cc3)[C@@H]2C1	30	0.0
N#C[C@H]1N[C@@H](CO)[C@H]1c1ccc(C#CC2CCCCC2)cc1	-5	0.0
CO[C@H](CN(C)S(=O)(=O)c1cccc(Cl)c1)[C@H](C)CN(C(=O)Nc1ccccc1F)[C@@H](C)CO	-16	0.1
O=C(c1cccnc1)N1CC[C@@H]2[C@H](CO)Nc3ccc(C4=CCCCC4)cc3[C@@H]21	-6	0.0
C[C@H]1CN([C@@H](C)CO)C(=O)CCCn2nncc2CO[C@H]1CN(C)C(=O)CCC(F)(F)F	-19	0.0
OC[C@@H]1[C@H](c2ccc(-c3ccc(F)cc3)cc2)[C@H](CNC2CCCC2)N1CCC(F)(F)F	-12	0.1
CCS(=O)(=O)N1CCCCN2[C@H](CO)[C@@H](c3ccc(C#Cc4ccccn4)cc3)[C@@H]2C1	16	0.0
CCC(=O)N1CC[C@@H]2[C@@H](CO)N(C)c3ccc(-c4ccc(C#N)cc4)cc3[C@@H]21	6	0.0
CO[C@H]1CN(C)C(=O)c2cc(NS(=O)(=O)c3cn(C)cn3)ccc2OC[C@@H](C)NC[C@H]1C	-15	0.0
COc1cccc(CN2CC3(C2)[C@H](c2ccccc2)[C@@H](CO)N3Cc2ccccc2OC)c1	-16	.
COc1cccc(-c2ccc3n(c2=O)C[C@@H]2N[C@H]3[C@H](C(=O)N3CCCCC3)[C@H]2CO)c1	-9	0.0
COc1cccc(C#Cc2ccc([C@@H]3[C@@H](C#N)N(C(=O)c4ccccn4)[C@@H]3CO)cc2)c1	-87	0.0
C[C@H]1CN([C@@H](C)CO)S(=O)(=O)c2ccc(Br)cc2O[C@H]1CN(C)C(=O)Nc1ccccc1F	7	0.0
COc1ccc2c3c(n(C)c2c1)[C@H](CO)N(C(=O)CN(C)C)CC31CN(Cc2nccs2)C1	-13	0.0
C[C@H](CO)N1C[C@H](C)[C@H](CN(C)C(=O)CCC(F)(F)F)OCc2cn(nn2)CCCC1=O	3	0.0
CC(=O)N1Cc2cc(C(=O)NCC(F)(F)F)nc(-c3cccc(-c4cc5ccccc5o4)c3)c2[C@H]1CCO	-16	0.0
COC(=O)C[C@@H]1C=C[C@@H](N)[C@H](CO)O1	-33	0.0
O=C(Nc1ccc2c(c1)[C@@H]1C[C@H](CC(=O)N3CCCCC3)O[C@H](CO)[C@@H]1O2)NC1CCCCC1	5	0.0
N#C[C@H]1[C@H](c2ccccc2)[C@H](CO)N1S(=O)(=O)c1cccc(F)c1	20	0.0

The list continues.
mol	YAP1 CTGF inhibition	Pax4 mRNA alpha TC1
C[C@H]1CN([C@@H](C)CO)C(=O)c2cc(C#CC3(O)CCCC3)cnc2O[C@H]1CN(C)S(=O)(=O)c1cccc(F)c1	3	0.0
COc1ccc2c3c([nH]c2c1)[C@@H](CO)N(Cc1ccccc1)CC31CN(C(=O)Nc2cccc(F)c2)C1	-11	0.0
CO[C@H]1CN(C)C(=O)c2ccc(NC(=O)NC(C)C)cc2OC[C@@H](C)N(Cc2ccc(-c3ccccn3)cc2)C[C@@H]1C	14	0.0
C[C@@H]1CN([C@H](C)CO)C(=O)c2ccccc2-c2ccccc2CO[C@@H]1CN(C)C(=O)Nc1ccc(-c2ccccc2)cc1	40	0.0
Cc1cccc(-c2ccc(C3[C@H]4CNC[C@@H]3N4C(=O)Nc3ccccc3Cl)cc2)c1 (stereo not given in full)	-1&12	0.0&0.0
C[C@H](CO)N1C[C@H](C)[C@H](CN(C)C(=O)NC2CCCCC2)Oc2ccc(N(C)C)cc2CC1=O	-26	0.0
COc1ccc(C#Cc2ccc([C@H]3[C@H](CO)N4C(=O)CN(C(=O)NC(C)C)C[C@@H]34)cc2)cc1	4	0.0
C[C@@H]1CN([C@@H](C)CO)C(=O)c2c(c3ccccc3n2C)-c2ccccc2CO[C@H]1CN(C)C(=O)Nc1ccccc1C(F)(F)F	25	0.1
C/C=C/c1ccccc1[C@@H]1[C@@H](CO)N(C(C)=O)[C@H]1C#N	-12	0.0
COC(=O)C[C@H]1CC[C@@H]2[C@H](COC[C@@H](O)CN2S(=O)(=O)c2cn(C)cn2)O1	6	0.0
COc1ccccc1CNC(=O)C[C@@H]1CC[C@@H]2[C@H](COC[C@H](O)CN2Cc2ccc3c(c2)OCO3)O1	8	0.0
Cc1ccc(S(=O)(=O)N2CC[C@H]3[C@@H](CO)N(C)c4ccc(-c5ccccc5F)cc4[C@H]32)cc1	36	0.0
O=C(Nc1ccccc1F)N1CC(=O)N2[C@H](C1)[C@H](c1ccc(-c3cccnc3)cc1)[C@@H]2CO	-5	0.0
COc1ccc(S(=O)(=O)N(C)C[C@@H]2Oc3ccc(NC(=O)Nc4ccc(C(F)(F)F)cc4)cc3C(=O)N([C@H](C)CO)C[C@H]2C)cc1	-129	0.0
O=C1CNC[C@@H]2[C@H](c3ccc(C#CC4CCCCC4)cc3)[C@@H](CO)N12	-1	0.0
O=C(C[C@H]1C[C@@H]2c3cc(NC(=O)c4ccc5c(c4)OCO5)ccc3O[C@@H]2[C@H](CO)O1)NCCN1CCCCC1	-20	0.0
Cc1ccccc1-c1ccc([C@@H]2[C@@H](CO)N3C(=O)CN(S(C)(=O)=O)C[C@@H]23)cc1	-19	0.0
O=C(c1cccc(F)c1)N1CC(=O)N2[C@@H](CO)[C@H](c3ccc(C4=CCCCC4)cc3)[C@@H]2C1	34	0.0
COc1ccc(C[C@@H]2CCn3nncc3COC[C@H](c3ccccc3)NC2=O)cc1	6	0.0
O=C(NCC[C@H]1CC[C@H](NS(=O)(=O)c2ccc(F)cc2)[C@@H](CO)O1)c1ccc2c(c1)OCO2	-7	0.0
COc1ccc(C[C@H]2CCn3cc(nn3)COCCCNC2=O)cc1	0	0.1
CC(C)CC#Cc1ccc([C@H]2[C@H](CO)N3C(=O)CN(C(=O)c4ccccn4)C[C@@H]23)cc1	29	0.0
C[C@H](CO)N1C[C@H](C)[C@@H](CN(C)C(=O)CCC(F)(F)F)OCc2cn(nn2)CCCC1=O	-9	0.0
COc1ccc(S(=O)(=O)N2C[C@H](O)COC[C@@H]3O[C@H](CC(=O)N[C@H]4CCN(Cc5ccccc5)C4)CC[C@H]32)cc1	-28	0.0
CCS(=O)(=O)Nc1ccc2c(c1)C(=O)N(C)[C@@H]1CC[C@H](CC(=O)NC3CCCCC3)O[C@@H]1CO2	-36	0.0

Copied from the list:
YAP1 CTGF inhibition with Cc1cccc(-c2ccc(C3[C@H]4CNC[C@@H]3N4C(=O)Nc3ccccc3Cl)cc2)c1 (stereo not given in full) : -1&12
YAP1 CTGF inhibition with COc1ccc(S(=O)(=O)N2C[C@H](O)COC[C@@H]3O[C@H](CC(=O)N[C@H]4CCN(Cc5ccccc5)C4)CC[C@H]32)cc1 : -28
YAP1 CTGF inhibition with COc1ccc(S(=O)(=O)N(C)C[C@@H]2Oc3ccc(NC(=O)Nc4ccc(C(F)(F)F)cc4)cc3C(=O)N([C@H](C)CO)C[C@H]2C)cc1 : -129
Pax4 mRNA alpha TC1 with O=C(c1cccc(F)c1)N1CC(=O)N2[C@@H](CO)[C@H](c3ccc(C4=CCCCC4)cc3)[C@@H]2C1 : 0.0
Pax4 mRNA alpha TC1 with COc1ccccc1CNC(=O)C[C@@H]1CC[C@@H]2[C@H](COC[C@H](O)CN2Cc2ccc3c(c2)OCO3)O1 : 0.0
YAP1 CTGF inhibition with CCS(=O)(=O)Nc1ccc2c(c1)C(=O)N(C)[C@@H]1CC[C@H](CC(=O)NC3CCCCC3)O[C@@H]1CO2 : -36
Pax4 mRNA alpha TC1 with COC(=O)C[C@H]1CC[C@@H]2[C@H](COC[C@@H](O)CN2S(=O)(=O)c2cn(C)cn2)O1 : 0.0

(further entries)
mol	YAP1 CTGF inhibition	Pax4 mRNA alpha TC1
CC(C)NC(=O)N(C)C[C@H]1Oc2ccc(NC(=O)c3ccncc3)cc2C(=O)N([C@@H](C)CO)C[C@@H]1C	-4	0.0
CO[C@H]1CN(C)C(=O)c2ccc(NC(=O)Nc3ccccc3)cc2OC[C@H](C)N(C(=O)CC2CC2)C[C@@H]1C	-9	0.0
O=C(c1ccccc1)N1CC(=O)N2[C@@H](CO)[C@H](c3ccc(-c4ccccc4)cc3)[C@@H]2C1	12	0.0
O=C(c1cccnc1)N1CC2(C1)[C@H](c1ccccc1)[C@H](CO)N2Cc1ccc(Cl)cc1	-44	.
CCCN1C[C@@H](C)[C@@H](OC)CN(C)C(=O)c2cc(NC(=O)C3CCC3)ccc2OC[C@H]1C	-17	0.0
COC(=O)C[C@H]1C[C@H]2c3cc(NC(=O)c4ccc5c(c4)OCO5)ccc3O[C@H]2[C@H](CO)O1	-16	0.0

Entries of single compounds, quoted from the list.
Entry for `O=C(c1cccnc1)N1CC2(C1)[C@H](c1ccccc1)[C@H](CO)N2Cc1ccc(Cl)cc1` : YAP1 CTGF inhibition: -44; Pax4 mRNA alpha TC1: .
Entry for `CCCN1C[C@@H](C)[C@@H](OC)CN(C)C(=O)c2cc(NC(=O)C3CCC3)ccc2OC[C@H]1C` : YAP1 CTGF inhibition: -17; Pax4 mRNA alpha TC1: 0.0

Some of the compounds tested; the hit share may differ from the screen's.
